# PLCb3 inh: blocks human PLC-beta3 enzyme activity. Q01970. Purified PLC-beta3, fluorogenic substrate, fluorescence. inhibition, % at 12.2 µM. actives 0.18% (n = 370,000); in the data active = inhibition above about 11%;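 also: 0% = median of compound wells on plate and 100% = full blocker control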
# Target sequence (Q01970 whole entry, looked up): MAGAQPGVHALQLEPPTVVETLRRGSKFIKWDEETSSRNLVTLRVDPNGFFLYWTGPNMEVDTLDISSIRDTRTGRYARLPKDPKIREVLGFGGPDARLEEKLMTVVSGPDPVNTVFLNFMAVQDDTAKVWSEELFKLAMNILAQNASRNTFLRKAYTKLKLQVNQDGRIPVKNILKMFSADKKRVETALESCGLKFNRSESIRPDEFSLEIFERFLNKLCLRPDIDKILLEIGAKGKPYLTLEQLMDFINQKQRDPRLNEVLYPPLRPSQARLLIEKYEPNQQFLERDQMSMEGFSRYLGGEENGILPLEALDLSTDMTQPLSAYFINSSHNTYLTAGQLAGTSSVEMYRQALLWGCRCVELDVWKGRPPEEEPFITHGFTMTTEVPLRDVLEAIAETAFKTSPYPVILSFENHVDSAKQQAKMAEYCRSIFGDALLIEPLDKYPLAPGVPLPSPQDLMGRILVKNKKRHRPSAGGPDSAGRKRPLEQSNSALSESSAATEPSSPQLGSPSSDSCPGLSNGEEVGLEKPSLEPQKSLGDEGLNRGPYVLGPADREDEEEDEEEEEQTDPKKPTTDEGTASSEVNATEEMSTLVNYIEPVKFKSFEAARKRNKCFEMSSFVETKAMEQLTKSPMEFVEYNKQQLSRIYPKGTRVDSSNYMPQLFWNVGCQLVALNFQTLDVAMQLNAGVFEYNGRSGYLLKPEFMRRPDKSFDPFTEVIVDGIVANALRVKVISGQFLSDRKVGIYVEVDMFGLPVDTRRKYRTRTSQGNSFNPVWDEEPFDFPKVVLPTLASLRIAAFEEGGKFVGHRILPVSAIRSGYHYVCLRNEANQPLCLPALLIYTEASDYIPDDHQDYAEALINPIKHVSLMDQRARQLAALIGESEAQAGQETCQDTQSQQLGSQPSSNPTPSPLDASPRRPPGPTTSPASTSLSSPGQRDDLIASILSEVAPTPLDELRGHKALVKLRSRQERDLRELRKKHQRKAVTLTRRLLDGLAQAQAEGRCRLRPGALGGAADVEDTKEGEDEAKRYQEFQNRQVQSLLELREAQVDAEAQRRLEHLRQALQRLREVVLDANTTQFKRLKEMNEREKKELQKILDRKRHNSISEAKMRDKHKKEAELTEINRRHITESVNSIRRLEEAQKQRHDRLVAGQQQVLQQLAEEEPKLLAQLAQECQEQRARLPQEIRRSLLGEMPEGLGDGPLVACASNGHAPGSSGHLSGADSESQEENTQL
# SIAE primary: inhibitors of human sialic acid acetylesterase SIAE; Q9HAT2; SIAE FP-Rh probe binding, fluorescence polarization; inhibition, % at 9.66 µM; actives 0.69% (n = 370,000); AID 1053197;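 active = inhibition above a cutoff: mean of compounds within the control limits plus 3 SD of those, cut at about 17% in these data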;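 also: 0% = plate median of compound wells and 100% = probe without SIAE protein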
# PLCg1 inh: blocks human PLC-gamma1 enzyme activity | actives 0.84% (n = 370,000) | AID 720700 | inhibition, % at 12.2 µM | purified PLC-gamma1, fluorogenic substrate, fluorescence | P19174; in the data active = inhibition above about 9.5%
# ADAM17 inh: inhibits human ADAM17. recombinant ADAM17, EDANS/DABCYL FRET peptide cleavage. inhibition, % at 6.95 µM. actives 0.83% (n = 370,000);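 active = inhibition above the mean of compounds lying between control limits plus 3 SD, set per campaign, cut at about 8.5% in these data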;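 also: 0% = DMSO-only wells as the low control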
# TDP2 absorb: TDP2 (human) inhibition, absorbance primary screen | O95551 | recombinant TDP2, T5PNP hydrolysis, p-nitrophenol absorbance 415 nm | inhibition, % at 12.8 µM | actives 0.34% (n = 370,000) | AID 720702;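 active = inhibition above the mean of all tested compounds plus 3 SD, set per campaign, cut at about 25% in these data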;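 also: 0% = DMSO with enzyme and 100% = buffer with substrate but no TDP2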
#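 Evaluation: % inhibition relative to enzyme-containing and enzyme-free wells. Material: recombinant human TDP2. Benchmarks: enzyme-free and DMSO wells. Timing: enzyme reaction with compound for 2 h at 37 °C. Compound dosing: 12.8 µM only. Measured by: p-Nitrophenol epi absorbance. Reagent: T5PNP substrate at 5 mM, a TopII-DNA adduct mimic. Replication: single well per compound.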
# Tn7 DDE FP: disrupts Tn7 cyclic peptide binding to fibrin D-Dimer-E complex. P02675. FP displacement of FITC-Tn7 peptide from fibrin DD(E); 0% = median of compound wells per plate. inhibition, % at 8.3 µM. actives 0.13% (n = 370,000). AID 720508;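 active = inhibition above the mean of compounds falling within the control limits plus 3 SD of them, cut at about 14% in these data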;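 also: 0% = plate median of compound wells and 100% = 10 µM Aha-Tn7 peptide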
#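 system = human fibrin DD(E) protein | quantity = DD(E) 2 µM final | medium = Tris/NaCl/CaCl2 buffer, pH 7.8 | also added = labelled Tn7 tracer, 0.1 µM | compound dosing = single point at 8.3 µM | timing = compound with protein 10 min, then 3 h after probe, room temperature | signal = FP measurement | benchmarks = Aha-Tn7 high control | repeats = one replicate per compound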
# ARFGAP1 inhibitor: rat ARFGAP1 inhibition. Arfgap1-stimulated ARF1 GTP hydrolysis, GDP FP detection. inhibition, % at 16.5 µM. Q62848. actives 0.26% (n = 360,000). AID 651572;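 active = inhibition above a per-plate limit, mean inhibition of low control wells plus 3 SD, cut at about 25% in these data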;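 also: 0% = DMSO wells with enzyme and 100% = wells lacking Arfgap1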
#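 Assay system: purified rat His6-Arfgap1 residues 1-136 (GAP domain); Reagent: human Δ17 ARF1 bound to GTP; Dosing: 16.5 µM single point, 1.26% DMSO; Times: GTP hydrolysis reaction 2 h at 25 °C; Signal: FP, GDP Alexa 633 tracer displaced from anti-GDP antibody, 620/688 nm; Measure: % inhibition from polarization.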
# ADAM10 inh: inhibits human ADAM10; actives 0.62% (n = 370,000); recombinant ADAM10, EDANS/DABCYL FRET peptide cleavage, 3 h; O14672; inhibition, % at 7 µM;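 active = inhibition above a per-campaign cutoff equal to the mean of compounds falling between control-based bounds plus 3 SD, cut at about 20% in these data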;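 also: 0% = DMSO wells while the 100% control is not disclosed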
# ASAP1 GAP inh: blocks human ASAP1-stimulated Arf1 GTP hydrolysis; GDP FP detection; inhibition, % at 16.5 µM; actives 0.19% (n = 360,000); AID 624377; in the data active = inhibition above about 25%;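 also: 0% = vehicle with enzyme and substrate and 100% = no enzyme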
# Tn6 DDE FP: DD(E)-Tn6 binding inhibition, primary FP screen | AID 720509 | inhibition, % at 8.3 µM | actives 0.21% (n = 370,000) | P02675 | Fibrin DD(E) TRITC-Tn6 fluorescence polarization displacement;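 active = inhibition above a per-campaign cutoff: mean of compounds within control limits plus 3 SD, cut at about 15% in these data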;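 also: 0% = median of all compound wells on the plate and 100% = blocking peptide control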
# Numbers without * were called inactive; i = inactive; x = no result given; & = joins results of further samples. An unsorted share of the library; overall some 3.6% were active at least once.
PLCb3 inh,SIAE primary,PLCg1 inh,ADAM17 inh,TDP2 absorb,Tn7 DDE FP,ARFGAP1 inhibitor,ADAM10 inh,ASAP1 GAP inh,Tn6 DDE FP,SMILES
1,0,4,-2,0,2,x,-18,x,-4,COc1ccc(OC)c(S(=O)(=O)N2CCCC(C(=O)N3CCN(Cc4ccccc4)CC3)C2)c1 (stereo not drawn)
-13,1,-4,-3,9,7,-13,-3,-3,-6,CC(=O)c1ccccc1NC(=O)COC(=O)Cc1cccc(C(F)(F)F)c1
5,-5,2,8,-2,6,-2,17,4,0,CCOc1ccc(NC(=O)CN(c2ccc([N+](=O)[O-])cc2)S(=O)(=O)c2ccccc2)cc1
2,-2,2,-4,6,0,7,-1,0,-2,CN(NC(=O)c1ccccc1)c1nc2ccccc2nc1C(F)(F)F
-7,3,1,0,0,-3,7,-6,2,3,Cc1cc(C)n2nc(SCC(=O)c3cc(C)n(-c4cc(C)on4)c3C)nc2n1
-6,3,4,3,-9,4,-3,4,-6,12,CC(=O)Nc1ccc(OS(=O)(=O)c2ccc(Cl)cc2)cc1
-267,-2,-194,-62,7,-1,-1,-233,3,-7,CCOC(=O)c1sc2nc(N3CCCC3)c3c(c2c1N)CC(C)(C)OC3
2,0,1,-4,-3,-9,-6,-2,-1,-5,CCC(C)CCN1C(Nc2ccccc2)=NC[C@@H]1CC(C)C (stereo partly drawn)
-6,8,0,-4,11,-7,-10,1,-17,-3,COc1cc(Cl)c(C)cc1NC(=O)Cn1c(NCCO)nc2ccccc21
-6,0,-7,0,-1,2,-5,-2,-2,2,O=C(/C(C=Nc1cc2c(oc1=O)CCCC2=O)=C(\O)c1ccccc1)c1ccccc1
-8,-4,8,-3,-4,5,-4,-20,6,-4,O=C(Nc1nc2c(F)cc(F)cc2s1)C1CC1
1,2,-1,-4,11,2,8,1,4,5,COC(=O)c1ccc(CSc2nnc(CNC(=O)COc3ccc(Cl)cc3)o2)o1
-10,-3,5,-4,-3,-4,6,-10,4,0,COc1ccccc1CCNC(=O)CN1C(=O)c2ccccc2S1(=O)=O
-6,-7,-1,-3,2,7,-5,-2,-1,1,O=C(/C=C/c1ccc(Br)cc1)Nc1ccc(S(=O)(=O)Nc2ncccn2)cc1
4,4,3,-3,-7,-1,-5,2,7,-6,CCn1ccc(C(=O)NC2=C(C#N)CCC2)n1
2,-1,-1,-4,-6,4,1,-5,-4,-2,Cc1cc(C(=O)CN2C(=O)C(=O)N(CC(C)C)C2=O)c(C)n1C1CC1
-7,6,-2,-1,-2,-1,1,-9,-5,5,O=C(NNC(=O)c1ccccc1Br)c1ccc2nc[nH]c2c1
-8,0,-1,-1,-10,-9,9,1,-13,-2,CC(OC(=O)C1CC(=O)N(Cc2ccccc2)C1)C(=O)Nc1ccccc1[N+](=O)[O-] (stereo not drawn)
-6,-2,-3,-4,6,1,-6,-11,-2,1,Cc1ccc(OCC(=O)N(C)CC(=O)Nc2ccc(F)c(F)c2F)cc1
-30,-6,0,0,-19,1,2,-5,2,-16,Cc1ccc(OCC(=O)Nc2nnc(S(=O)(=O)N3CCCCC3)s2)cc1
-275,7,-240,-48,8,0,0,-145,-1,-6,O=C(NCc1ccco1)c1cnn2c(C(F)(F)F)cc(-c3ccco3)nc12
0,0,0,-6,0,1,4,-9,-1,-1,O=C(NCCCN1CCOCC1)c1cc(-c2ccc(O)cc2)on1
i,-25,i,-7,1,0,5,-31,3,-19,COc1ccc(/C=C2\Oc3cc(OCC(=O)N4CC(O)C[C@H]4C(=O)O)ccc3C2=O)cc1OC (stereo partly drawn)
4,-2,2,-2,12,1,-9,1,4,11,COC(=O)CC/C(C)=N\Nc1ccc([N+](=O)[O-])cc1[N+](=O)[O-]

# Three successive compounds out of the list so far, for reference:
PLCb3 inh,SIAE primary,PLCg1 inh,ADAM17 inh,TDP2 absorb,Tn7 DDE FP,ARFGAP1 inhibitor,ADAM10 inh,ASAP1 GAP inh,Tn6 DDE FP,SMILES
1,0,4,-2,0,2,x,-18,x,-4,COc1ccc(OC)c(S(=O)(=O)N2CCCC(C(=O)N3CCN(Cc4ccccc4)CC3)C2)c1 (stereo not drawn)
-13,1,-4,-3,9,7,-13,-3,-3,-6,CC(=O)c1ccccc1NC(=O)COC(=O)Cc1cccc(C(F)(F)F)c1
5,-5,2,8,-2,6,-2,17,4,0,CCOc1ccc(NC(=O)CN(c2ccc([N+](=O)[O-])cc2)S(=O)(=O)c2ccccc2)cc1

# The listing continues.
PLCb3 inh,SIAE primary,PLCg1 inh,ADAM17 inh,TDP2 absorb,Tn7 DDE FP,ARFGAP1 inhibitor,ADAM10 inh,ASAP1 GAP inh,Tn6 DDE FP,SMILES
-22,3,-6,1,-19,-12,12,12,12,-12,CN1CCN(c2ccc(NC(=O)c3ccc(-c4ccc(Cl)cc4)o3)cc2)CC1
1,3,-2,-9,1,-4,-3,-12,6,3,CCc1ccc2[nH]c(=O)c(CN(CCN(C)C)C(=O)Nc3ccccc3OC)cc2c1
4,5,0,-2,10,-4,1,-4,-9,4,COc1cccc(OC)c1OCCN(C)C
-16,1,-7,-2,3,6,-6,-11,-14,1,O=C(Cn1ccsc1=NC(=O)c1ccco1)c1ccccc1
4,-3,-1,-1,-4,1,-6,-3,-8,-3,Cn1c(CCCOc2ccc(Cl)cc2Cl)nnc1SCC(=O)Nc1cccc(F)c1
1,-2,1,-12,2,5,-12,-2,-5,-7,CC(CN1CCCCC1)OC(=O)C(C)(c1ccccc1)c1ccccc1 (stereo not drawn)
-9,-8,-11,-7,-7,-8,-7,-6,2,-3,C[n+]1ccc(/C=C/c2ccccc2O)c2ccccc21
-48,0,-24,-38,0,-1,-9,-94,-8,-4,COc1ccc2c(c1)C(=O)N(c1ccc(C)cc1C)C(=O)C2(C)C
-2,3,2,2,14,-5,-2,7,2,1,OCCN(CC#CC(O)(c1ccccc1)C1CCCCC1)CCO (stereo not drawn)
-11,2,-1,-9,0,-5,5,-21,2,-8,COCCCn1c(=N)c(C(=O)NCc2ccc3c(c2)OCO3)cc2c(=O)n3cccc(C)c3nc21
-114,-12,-79,-1,10,-1,1,-8,-3,2,Cc1c(C(=O)O)sc2nc(/C=C/c3cccc(F)c3)[nH]c(=O)c12
-5,-9,0,1,4,-1,8,1,15,-5,O=C(Nc1cccc(Br)c1)c1cccc(OC(=S)N2CCOCC2)c1
-5,-7,-1,2,-11,-9,3,4,4,-10,COc1ccccc1-c1nc(COc2ccc(Cl)cc2Cl)no1
-10,-14,-4,1,1,-3,1,4,-1,-8,CCN(CC)S(=O)(=O)c1cccc(NC(=O)COC(=O)/C=C/c2cccs2)c1
-9,-2,-3,-5,-6,-2,0,-9,-4,8,Cc1ccc(C(=O)NC2CCCN(c3ccc(C(F)(F)F)cn3)C2)cn1 (stereo not drawn)
7,-5,4,0,-6,-8,1,-5,3,1,COC(=O)C1=C(C)NC(=S)NC1c1ccc(OC)cc1 (stereo not drawn)
-8,-3,-2,-7,2,-6,-1,-4,13,-1,O=c1/c(=C\c2ccc(O)cc2)sc2nc(-c3ccccc3)c(-c3ccccc3)n12
4,3,3,1,-12,-7,3,-6,7,-3,Nc1ccc(C(=O)NNC(=O)C2COc3ccccc3O2)cc1[N+](=O)[O-] (stereo not drawn)
-80,0,-46,-80,-16,5,5,-283,-2,8,CCn1cc(S(=O)(=O)c2ccc(OC)cc2)c(=O)c2cc(F)c(N3CCN(C)CC3)cc21
8,1,1,4,-10,-1,16,0,6,3,CCOC(=O)Cn1nnc2c(sc3nc4c(c(-c5ccccc5)c32)CCC4)c1=O
0,-1,-4,-2,-9,-1,-6,13,1,-2,CC1Cc2ccccc2N1C(=O)CSc1nc2c(c(=O)n(C)c(=O)n2C)n1Cc1ccccc1 (stereo not drawn)
-1&4,-1&1,-1&-3,0&-7,-6&-6,3&1,5&3,6&-9,-6&-2,3&-6,CN1CC(=O)N=C1N
-32,3,-19,-5,-7,2,4,-12,8,1,Cc1ccc(OCC(=O)N/N=C2\CCOc3c(C)cccc32)cc1
-3,2,1,0,9,-6,4,-4,7,-6,Cc1ccccc1NC(=O)Cc1nnc(SCC(=O)Nc2ccccc2)n1C
-5,-3,1,-4,8,-2,5,-7,6,-1,Cc1ccccc1C(=O)Nn1cnnc1
-4,-3,2,1,11,8,-3,3,-5,-2,COc1ccc(OC2CCN(S(=O)(=O)c3ccc(OC)c(OC)c3)CC2)cc1
-3,1,1,2,20,4,8,0,-7,-8,Cn1c(CNC(=O)CNS(=O)(=O)c2ccccc2)cc(=O)n(C)c1=O
-1,5,-1,0,-2,-6,12,-16,20,-1,CC(C)N(C(=O)[C@H]1CC(CC(=O)NCCCn2ccnc2)C(=O)N2CCc3c([nH]c4ccccc34)[C@]12C)C(C)C (stereo partly drawn)
5,6,0,1,4,-4,5,7,7,4,Cc1nc(C#N)c(NCc2ccc3c(c2)OCO3)o1
3,-1,5,-2,4,2,5,3,-8,-7,CCOC(=O)c1ccccc1NC(=O)/C(C)=C/C(=O)O
-11,-1,0,-3,-1,-3,-4,1,-11,3,O=C(Cn1nnc(-c2ccccc2)n1)NCC(=O)Nc1ccc(F)c(F)c1F
-15,0,-7,-23,0,-4,0,-35,8,2,CS(=O)(=O)Nc1ccc(C(=O)Nc2ccc3ccccc3c2)cc1
-1,0,7,1,-19,5,5,-1,-3,7,Cn1c(-c2ccccc2)cnc1NCc1ccc(F)cc1
5,15,1,0,6,-5,2,4,-1,3,CCCCN(C(=O)CSc1nnc(-c2ccccc2OC)n1C)c1c(N)n(Cc2ccccc2)c(=O)[nH]c1=O
-9,-6,-5,-1,-7,2,0,-12,-18,9,COC(=O)c1sc(N)c(C(=O)OC)c1COC(=O)c1c(C)noc1C
-63,2,-39,-7,3,-3,4,-13,3,4,COc1ccc(CNc2ccc3c(c2)nc(C)n3C)cc1
-8,6,1,-4,4,7,5,-11,5,-8,O=C(CC1SC(N2CCCCC2)=NC1=O)Nc1cccc(C(=O)Nc2ncccc2O)c1 (stereo not drawn)
-5,6,1,-4,3,-1,6,-7,-8,-9,CCOC1OC(=O)C(Cl)=C1Nc1cc(C)ccc1C (stereo not drawn)
2,-5,1,0,-6,-5,-7,4,-4,-2,CN(C)S(=O)(=O)N(CC(=O)NCCSCc1ccc(Cl)cc1)c1ccccc1
2,-2,-1,2,2,4,5,6,-11,1,Cc1ccccc1OCC(=O)OCC(=O)Nc1cc(C(F)(F)F)ccc1N1CCOCC1

# High-throughput results: PubChem, The Scripps Research Institute Molecular Screening Center
